RPL19A TOR yeast: modulators of TOR pathway RPL19A-GFP in S. cerevisiae; S. cerevisiae RPL19A-GFP strain, flow cytometry, 3 h; stronger effect = lower value; percent response vs DMSO, % at 10 µM; hit rate 0.3% among 330,000;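 active = percent response vs DMSO below 50%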;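 note: median channel GFP fluorescence of the barcoded RPL19A-GFP strain; ratio of sample median GFP to plate DMSO average so 100% = DMSO; lower means less RPL19A-GFP as with rapamycin TOR inhibition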
CR mimetic SO: yeast age-related superoxide inhibition as caloric restriction mimetic. hit rate 0.18% among 330,000. S. cerevisiae aged cells, superoxide DHE fluorescence; stronger effect = lower value. superoxide response (% of plate mean), % at 10 µM;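 active = superoxide response under a set limit, about three screen SD below normal, cut at about 65% in these data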;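 note: yeast aged for seven days with compound at 30 °C before DHE staining; 100% = average MFI of all compound-treated wells on the plate with controls excluded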
CIT2 TOR yeast: alters CIT2-GFP fluorescence in TOR pathway yeast screen; S. cerevisiae CIT2-GFP strain, flow cytometry, 3 h; 100 means same as DMSO wells; GFP response vs DMSO, % at 10 µM; hit rate 0.065% among 320,000;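 active = GFP response relative to DMSO above a set limit, near the screen mean plus 3 SD, cut at about 150% in these data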;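 note: ratio of well median GFP fluorescence to mean of DMSO wells on the plate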
AGP1-GFP MLPCN: yeast TOR pathway AGP1-GFP modulation; GFP response vs DMSO, % at 10 µM; hit rate 0.02% among 320,000; S. cerevisiae AGP1-GFP multiplex flow cytometry, 3 h; GFP as percent of DMSO wells;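 active = GFP response relative to DMSO above a set limit, near screen average plus 3 SD, cut at about 150% in these data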;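 note: median GFP channel fluorescence of the gated AGP1 strain per well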
LAP4-GFP MLPCN: yeast TOR pathway LAP4-GFP modulation; GFP response vs DMSO, % at 10 µM; S. cerevisiae LAP4-GFP multiplex, flow cytometry GFP, 3 h; median GFP as percent of DMSO wells; hit rate 0.34% among 320,000;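 active = GFP response vs DMSO above a set limit, about the screen mean plus 3 SD, cut at about 150% in these data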
MEP2 TOR yeast: modulators of TOR pathway MEP2-GFP in S. cerevisiae | GFP response vs DMSO, % at 10 µM | hit rate 0.51% among 330,000 | S. cerevisiae MEP2-GFP strain, flow cytometry GFP, 3 h; 100% = DMSO control level | AID 2016;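 active = GFP response versus DMSO above a set limit, roughly screen mean plus 3 SD, cut at about 180% in these data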;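 note: median GFP fluorescence of the barcode-gated MEP2-GFP cells per well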
VLA-4 inh: inhibition in a human VLA-4 binding assay; P13612; VLA-4 expressing cells, ligand binding flow cytometry; inhibition, % (about 7 µM as worked out from the volumes in the protocol); hit rate 0.2% among 330,000; AID 2557; in the data active = inhibition above about 50%
Target sequence (P13612 whole entry, looked up): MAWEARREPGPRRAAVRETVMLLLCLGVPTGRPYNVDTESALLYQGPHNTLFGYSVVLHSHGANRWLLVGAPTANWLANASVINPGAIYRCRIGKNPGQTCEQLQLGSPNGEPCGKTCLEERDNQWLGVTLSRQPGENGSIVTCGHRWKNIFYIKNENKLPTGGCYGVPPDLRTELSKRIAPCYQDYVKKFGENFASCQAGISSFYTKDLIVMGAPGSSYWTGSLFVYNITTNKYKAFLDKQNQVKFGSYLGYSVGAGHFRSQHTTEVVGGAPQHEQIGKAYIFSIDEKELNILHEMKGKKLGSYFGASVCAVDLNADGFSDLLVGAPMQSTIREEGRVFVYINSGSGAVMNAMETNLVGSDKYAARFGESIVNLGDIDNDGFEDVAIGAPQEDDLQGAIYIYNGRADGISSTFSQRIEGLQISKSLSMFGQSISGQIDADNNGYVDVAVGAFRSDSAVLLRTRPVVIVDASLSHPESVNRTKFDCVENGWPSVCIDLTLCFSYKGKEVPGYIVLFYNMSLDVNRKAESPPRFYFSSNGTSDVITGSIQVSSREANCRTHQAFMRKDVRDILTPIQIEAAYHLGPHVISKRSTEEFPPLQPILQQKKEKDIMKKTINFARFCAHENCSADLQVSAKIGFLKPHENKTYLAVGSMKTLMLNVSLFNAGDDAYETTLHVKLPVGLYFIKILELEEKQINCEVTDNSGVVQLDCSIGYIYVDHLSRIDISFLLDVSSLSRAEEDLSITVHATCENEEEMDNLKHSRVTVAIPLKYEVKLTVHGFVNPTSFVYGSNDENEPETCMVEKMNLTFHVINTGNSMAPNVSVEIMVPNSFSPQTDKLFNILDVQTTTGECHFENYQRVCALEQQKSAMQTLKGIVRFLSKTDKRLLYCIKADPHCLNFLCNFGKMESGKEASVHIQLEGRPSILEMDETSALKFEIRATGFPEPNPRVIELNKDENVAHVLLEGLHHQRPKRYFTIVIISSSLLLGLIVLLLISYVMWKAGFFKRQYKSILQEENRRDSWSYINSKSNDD
GRK2 aptamer HTS: blocks RNA aptamer binding to human GRK2 | P25098 | hit rate 0.59% among 330,000 | inhibition of aptamer binding, % at 10 µM | bead flow cytometry, FAM-aptamer displacement from GRK2 | AID 488847;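 active = inhibition of aptamer binding above 40%, roughly 3 SD of noise, on plates passing a quality check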;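 note: median bead fluorescence of bound FAM aptamer so fluorescent compounds give negative values; no value below 0 was filed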
* marks the source's active call; other numbers are inactive results; x = not tested or not shown.

Keys: A = RPL19A TOR yeast; B = CR mimetic SO; C = CIT2 TOR yeast; D = AGP1-GFP MLPCN; E = LAP4-GFP MLPCN; F = MEP2 TOR yeast; G = VLA-4 inh; H = GRK2 aptamer HTS
COc1ccc(S(=O)(=O)N2CCOCC2)cc1NC(=O)COC(=O)C1CC2CCCC(C1)C2=O (stereo unspecified)
  A: 105	B: 96	C: 94	D: 106	E: 106	F: 105	G: -9	H: 6
O=C(O)/C=C\c1cn(-c2ccccc2)nc1-c1cc2ccccc2o1
  A: 86	B: 102	C: 85	D: 97	E: 118	F: 91	G: 3	H: 1
Cc1cc(C(C)(C)C)oc1C(=O)NCCCNC(=O)c1oc(C(C)(C)C)cc1C
  A: 92	B: 96	C: 90	D: 90	E: 87	F: 94	G: 16	H: 0
Cc1cc(C)cc(N(C(=O)Cn2nnc(-c3ccccc3)n2)C(C(=O)NC2CCCCC2)c2ccccn2)c1 (stereo unspecified)
  A: 106	B: 104	C: 107	D: 107	E: 99	F: 96	G: -3	H: 0
c1cc2c(cnc3cscc32)s1
  A: 91	B: 99	C: 86	D: 84	E: 98	F: 100	G: -13	H: 1
CCOc1cc(C=O)cc(Cl)c1OCC(N)=O
  A: 105	B: 106	C: 112	D: 106	E: 92	F: 97	G: -7	H: 2
O=C1COc2cc(ccc2[N+](=O)[O-])Oc2ccc(cc2Cl)C(=O)CCCCO1
  A: 96	B: 92	C: 73	D: 82	E: 133	F: 98	G: 8	H: 4
COc1ccccc1C1CC(c2ccco2)=NN1c1ccccc1 (stereo unspecified)
  A: 101	B: 98	C: 91	D: 94	E: 88	F: 93	G: 4	H: 3
O=C1C2C3CCC(C3)C2C(=O)N1Cc1ccco1 (stereo unspecified)
  A: 103	B: 110	C: 98	D: 94	E: 87	F: 100	G: 4	H: 0
CCN(CC)CCNC(=O)Cn1nc(-c2ccc(C)cc2)ccc1=O
  A: 98	B: 115	C: 92	D: 91	E: 96	F: 95	G: 5	H: 1
Cn1c2ccccc2c2cnn(CC(=O)Nc3ccc(F)cc3F)c(=O)c21
  A: 97	B: 93	C: 100	D: 106	E: 115	F: 100	G: 11	H: 0
O=C(OCCOc1ccccc1Cl)c1ccc(-n2cnnn2)cc1
  A: 103	B: 86	C: 105	D: 102	E: 105	F: 109	G: 0	H: 4
O=C(NCc1ccco1)C1CCN(C(=O)c2cc3sccc3n2Cc2ccc(Cl)cc2)CC1
  A: 116	B: 114	C: 75	D: 82	E: 78	F: 92	G: -2	H: 0
CC(=O)NNC(=S)NC(=O)c1ccc(C)cc1
  A: 97	B: 89	C: 105	D: 106	E: 120	F: 108	G: 13	H: 1
C/C=C/C(O)c1ccc2ccccc2c1 (stereo unspecified)
  A: 92	B: 110	C: 65	D: 76	E: 106	F: 86	G: 27	H: 2
N#Cc1c(-c2ccccc2)nc2n(c1=O)CCS2
  A: 114	B: 137	C: 126	D: 104	E: 95	F: 143	G: 15	H: 0
O=C(Nc1nc(-c2ccccc2)cs1)c1ccccc1F
  A: 108	B: 103	C: 101	D: 95	E: 100	F: 106	G: 3	H: 0
COc1ccc(-c2cc3ccccc3n2CC(O)Cn2nc(C)cc2C)cc1 (stereo unspecified)
  A: 100	B: 94	C: 93	D: 89	E: 100	F: 93	G: -2	H: 1
S=C(NC1CCCC1)NC1CC1
  A: 97	B: 90	C: 94	D: 90	E: 85	F: 96	G: 1	H: 0
CCOc1ccc(N2C(=O)CC(NCc3ccc(F)cc3)C2=O)cc1 (stereo unspecified)
  A: 101	B: 82	C: 97	D: 101	E: 101	F: 102	G: -4	H: 0
C/C(=N\N1C(=O)c2ccccc2NC1c1ccco1)c1ccccc1O (stereo unspecified)
  A: 96	B: 97	C: 96	D: 94	E: 96	F: 99	G: -3	H: 6
O=C(/C=C/C=C/c1ccc2c(c1)OCO2)N1CCCCC1
  A: 96	B: 83	C: 92	D: 95	E: 104	F: 102	G: -3	H: 1
COc1ccc(-c2oc3ccccc3c(=O)c2OCC(=O)O)cc1
  A: 97	B: 102	C: 95	D: 96	E: 101	F: 100	G: 10	H: 0
CCOC(=O)C(C)Sc1nnc2n1C(C)(C)Cc1ccccc1-2 (stereo unspecified)
  A: 100	B: 96	C: 115	D: 101	E: 92	F: 101	G: 5	H: 11
CC(NC(=O)C1CCC(=O)N1Cc1ccccc1Cl)c1ccccc1 (stereo unspecified)
  A: 100	B: 94	C: 100	D: 96	E: 98	F: 108	G: 0	H: 0
Cc1ccc(C)c(NC(=S)N2CCN(S(C)(=O)=O)CC2)c1
  A: 100	B: 108	C: 88	D: 87	E: 65	F: 94	G: 14	H: 0
Cc1cc(N)n(-c2ccccn2)n1
  A: 101	B: 84	C: 102	D: 105	E: 105	F: 96	G: -6	H: 0
O=[N+]([O-])c1cc(S(=O)(=O)N2CCCC2)ccc1SCCO
  A: 109	B: 97	C: 101	D: 100	E: 98	F: 100	G: 8	H: 0
CC(C)(C)OC(=O)NCCCCc1cn(CC(=O)N2CCN(C(=O)OC(C)(C)C)CC2)nn1
  A: 101	B: 106	C: 99	D: 103	E: 97	F: 104	G: -10	H: 1
CCOC(=O)N/C(N)=N/c1nc2ccccc2s1
  A: 89	B: 86	C: 86	D: 89	E: 168*	F: 108	G: 16	H: 3

13 entries already listed, sorted by molecular weight, smallest number first.
Keys: A = RPL19A TOR yeast; B = CR mimetic SO; C = CIT2 TOR yeast; D = AGP1-GFP MLPCN; E = LAP4-GFP MLPCN; F = MEP2 TOR yeast; G = VLA-4 inh; H = GRK2 aptamer HTS
Cc1cc(N)n(-c2ccccn2)n1
  A: 101	B: 84	C: 102	D: 105	E: 105	F: 96	G: -6	H: 0
S=C(NC1CCCC1)NC1CC1
  A: 97	B: 90	C: 94	D: 90	E: 85	F: 96	G: 1	H: 0
N#Cc1c(-c2ccccc2)nc2n(c1=O)CCS2
  A: 114	B: 137	C: 126	D: 104	E: 95	F: 143	G: 15	H: 0
O=C(/C=C/C=C/c1ccc2c(c1)OCO2)N1CCCCC1
  A: 96	B: 83	C: 92	D: 95	E: 104	F: 102	G: -3	H: 1
O=C(Nc1nc(-c2ccccc2)cs1)c1ccccc1F
  A: 108	B: 103	C: 101	D: 95	E: 100	F: 106	G: 3	H: 0
COc1ccc(-c2oc3ccccc3c(=O)c2OCC(=O)O)cc1
  A: 97	B: 102	C: 95	D: 96	E: 101	F: 100	G: 10	H: 0
Cc1ccc(C)c(NC(=S)N2CCN(S(C)(=O)=O)CC2)c1
  A: 100	B: 108	C: 88	D: 87	E: 65	F: 94	G: 14	H: 0
CCOC(=O)C(C)Sc1nnc2n1C(C)(C)Cc1ccccc1-2 (stereo unspecified)
  A: 100	B: 96	C: 115	D: 101	E: 92	F: 101	G: 5	H: 11
O=[N+]([O-])c1cc(S(=O)(=O)N2CCCC2)ccc1SCCO
  A: 109	B: 97	C: 101	D: 100	E: 98	F: 100	G: 8	H: 0
CCOc1ccc(N2C(=O)CC(NCc3ccc(F)cc3)C2=O)cc1 (stereo unspecified)
  A: 101	B: 82	C: 97	D: 101	E: 101	F: 102	G: -4	H: 0
CC(NC(=O)C1CCC(=O)N1Cc1ccccc1Cl)c1ccccc1 (stereo unspecified)
  A: 100	B: 94	C: 100	D: 96	E: 98	F: 108	G: 0	H: 0
COc1ccc(-c2cc3ccccc3n2CC(O)Cn2nc(C)cc2C)cc1 (stereo unspecified)
  A: 100	B: 94	C: 93	D: 89	E: 100	F: 93	G: -2	H: 1
CC(C)(C)OC(=O)NCCCCc1cn(CC(=O)N2CCN(C(=O)OC(C)(C)C)CC2)nn1
  A: 101	B: 106	C: 99	D: 103	E: 97	F: 104	G: -10	H: 1

(more compounds)
smiles	RPL19A TOR yeast	CR mimetic SO	CIT2 TOR yeast	AGP1-GFP MLPCN	LAP4-GFP MLPCN	MEP2 TOR yeast	VLA-4 inh	GRK2 aptamer HTS
CCOC(=O)c1c(C)n(C)c2ccc(OCC(O)CNC(CC)CO)cc12 (stereo unspecified)	100	95	105	102	100	101	16	1
O=C(C1CC(c2cccc(Br)c2)=NO1)N1CCc2ccccc2C1 (stereo unspecified)	97	111	95	94	102	100	6	0
CCCN(CC(=O)Nc1ccccc1C)C(=O)c1cc(=O)[nH]c2ccccc12	99	99	94	82	100	120	2	0
COc1ccc(/C=N/NC(=O)c2cccc(NC(=O)c3ccccc3Cl)c2)cc1OC	98	289	102	103	100	97	-12	3
Cc1ccc(S(=O)(=O)NC2(C(F)(F)F)C(=O)Nc3c2c(=O)[nH]c(=O)n3-c2ccccc2)cc1 (stereo unspecified)	102	112	108	108	92	106	-5	0
COc1ccccc1NC(=O)c1ccc(NC(=O)CN2CCN(C(=O)c3ccco3)CC2)cc1	100	103	97	95	96	104	-14	0
CCN(CC)S(=O)(=O)c1cccc(C(=O)N[C@H](C(=O)NCc2ccccc2F)C(C)C)c1	101	101	91	102	96	99	25	0
Cc1cc2cc(CCNS(C)(=O)=O)c(=O)[nH]c2cc1C	97	109	107	97	97	100	16	1
Cc1cccc(NC(=O)CC2S/C(=N/c3nccs3)N(C)C2=O)c1 (stereo unspecified)	98	112	92	100	105	99	-5	2
CC(=O)NC(=S)Nc1cc(C(F)(F)F)ccc1N1CCOCC1	99	99	101	101	96	100	14	0
Clc1nc(-c2ccccc2)cc(-c2ccccc2)n1	97	101	97	89	87	97	8	0
Cc1c(/C=N\NC(=O)c2cccc(F)c2)cnn1C	95	96	100	96	86	63	11	0
CCc1cc(C(=O)N(CC(C)C)c2c(N)n(Cc3ccccc3)c(=O)[nH]c2=O)sc1C	91	106	86	94	105	85	-9	0
COc1ccc(/C=N/NC(=O)c2ccncc2)cc1CSc1nc2ccccc2s1	107	83	104	104	105	109	-3	0
COc1cc(C=O)ccc1OCCOCCOc1cc(C)ccc1Cl	98	88	95	98	102	96	8	0
CC(C)NCC(O)c1ccc(NS(C)(=O)=O)cc1 (stereo unspecified)	101	95	93	91	101	99	2	3
CCC(=O)N1CCc2cc(S(=O)(=O)NC(C(=O)NC3CCCc4ccccc43)C(C)C)ccc21 (stereo unspecified)	95	108	105	97	95	97	4	2
CCN(C(=O)CSc1nnc(-c2ccco2)n1Cc1ccccc1)C1CCS(=O)(=O)C1 (stereo unspecified)	97	91	101	97	93	94	-1	3
COc1ccc(C2Nc3ccccc3C(=O)N2c2ccc(C)cc2)cc1COc1ccccn1 (stereo unspecified)	98	94	97	93	92	101	10	0
COc1cc(C(=O)O)ccc1OC(C)=O	96	98	95	101	96	100	-8	0
Cc1ccc(CNC(=O)C2CC3Cn4c(nc5cc6ccccc6cc54)C3N2C)o1 (stereo unspecified)	95	98	66	79	120	93	5	5
COc1ccc(C(=O)NC(NC(=O)c2ccc(OC)cc2)c2ccccc2F)cc1	101	96	x	107	98	102	14	0
Cc1ccnc(SCCn2c(N(C)Cc3ccccc3)nc3c2c(=O)n(C)c(=O)n3C)n1	105	106	119	110	103	100	10	0
COc1ccc(C)cc1NS(=O)(=O)c1ccc2c(c1)CCN2C(C)=O	108	98	100	99	90	109	7	1
